NCI-60 one-dose screen, 48 h, at 10 µM unless noted. Numbers give growth in % (100 = growth as untreated, 0 = no growth, -100 = all killed).
UACC-257: UACC-257 melanoma; 78,000 compounds, 4.4% hits; AID 1794764
EKVX: EKVX NSCLC | 71,000 compounds, 3% hits
HOP-92: HOP-92 NSCLC cells; 71,000 compounds, 6.3% hits; AID 1794738
A549/ATCC: A549/ATCC NSCLC. 81,000 compounds, 3.7% hits. AID 1794740
M14: M14 melanoma. 80,000 compounds, 6.2% hits. AID 1794745
SK-MEL-5: SK-MEL-5 melanoma; 80,000 compounds, 6.4% hits
SK-MEL-28: SK-MEL-28 melanoma; 81,000 compounds, 4.1% hits; AID 1794761
UACC-62: UACC-62 melanoma. 81,000 compounds, 5.4% hits. AID 1794756
Starred values were filed as active, the others as inactive; · = no result given; & = joins results of further samples. How the source made its calls: active means growth percent below 10; inactive means the rest.

Value order: UACC-257 | EKVX | HOP-92 | A549/ATCC | M14 | SK-MEL-5 | SK-MEL-28 | UACC-62
CCCCCCCNc1nc(C=O)ncc1-c1ccc(C(F)(F)F)cc1
  107 | · | · | 96 | 102 | 98 | 104 | 116
Nc1ncn([C@@H]2O[C@H](CO)[C@@H](O)[C@H]2O)c(=O)n1
  · | 107 | · | 16 | 20 | 48 | 35 | 12
O=C(O)CCCCCNC(=S)NCCCCCC(=O)O
  102 | · | 90 | 98 | 110 | 110 | 107 | 108
COc1ccc([C@H]2c3[nH]c4ccccc4c3C[C@H]3C(=O)N(C4CCN(Cc5ccccc5)CC4)CC(=O)N23)c(OC)c1
  101 | 75 | 48 | 75 | 77 | 75 | 98 | 85
O=C(NCCCl)Nc1nccnc1OCc1ccc(F)cc1
  109 | 98 | 79 | 102 | 95 | 107 | 109 | 94
COc1cc2nc(-c3ccc(NC(=O)/C=C/c4ccc(F)c(F)c4)cc3)sc2c(OC)c1OC
  110 | 97 | · | 97 | 97 | 90 | 108 | 109
O=C(Cc1ccc(Nc2ccnc(C(F)(F)F)c2)cc1)Nc1cc(Cl)ccc1O
  85 | 76 | 64 | 74 | 77 | 44 | 116 | 30
CC(=O)Nc1ccc2c3c(cccc13)CC2
  95 | · | · | · | 115 | · | 105 | 105
O=Cc1cc2ccccc2nc1Oc1ccc(Cl)cc1
  113 | 93 | 58 | 105 | 103 | 99 | 111 | 79
COc1ccc(-c2nnc(Cn3cnnc3)o2)cc1
  95 | 100 | 91 | 109 | 90 | 161 | 112 | 100
CCC(N)COC(=O)c1ccccc1 (stereo not drawn)
  93 | 99 | 101 | 89 | 102 | 100 | 116 | 103
CC[C@H](C)C(=O)O[C@H]1CCC=C2C=C[C@H](C)[C@H](CC[C@@H]3CC=CC(=O)O3)[C@H]21
  78 | 110 | 42 | 86 | 76 | 77 | 95 | 82
C=CCNc1nc2cc3c(C)c(CC)c(=O)oc3c(C)c2o1
  76 | 86 | 92 | 71 | 101 | 89 | 105 | 90
N#Cc1c(-c2ccc(F)cc2)nc(N=Nc2c(O)[nH]c3ccccc23)nc1N1CCOCC1
  78 | 78 | 17 | 23 | 72 | 65 | 72 | 49
CCN(CC)CCCC(Nc1c2ccc(Cl)cc2nc2ccc(OC)cc12)c1ccc(Cl)cc1 (stereo not drawn)
  -87* | 53 | 7.3* | -42* | -89* | -94* | -89* | -71*
CCc1nc(NC(C)(C)C)c2cnn(-c3ccccc3)c2n1
  115 | 82 | 88 | 102 | · | 97 | 101 | 87
O=C(Cc1ccccc1)c1ccc(O)c(Cl)c1
  67 | 66 | 58 | 96 | 30 | 27 | 49 | 27
O=C1/C(=C/c2ccc(O)cc2O)Oc2cc(O)ccc21
  100 | 97 | 96 | 105 | 103 | 99 | 106 | 99
CCOC(=O)CC1CSC(c2ccccc2O)=N1 (stereo not drawn)
  102 | 111 | 100 | 102 | 124 | 104 | 108 | 96
COc1ccc(/C=C/C(=O)N2C(=O)c3ccccc3S2(=O)=O)cc1OC
  100 | 99 | 77 | 108 | 97 | 122 | 72 | 103
CC[C@]12C=CCN3CC[C@]4(C(=C(C(=O)OC)C1)Nc1cc5c(cc14)[C@@H]1[C@H](O5)[C@@H](O)[C@@]4(CC)CC(C(=O)OC)=C5Nc6cc(O)ccc6[C@@]56CCN1C46)C32 (stereo partly drawn)
  22 | 16 | 35 | 20 | 16 | -42* | 17 | 19
O=C1CC2CC1C1C=CCC21 (stereo not drawn)
  92 | · | · | 101 | 102 | 113 | 109 | 105
COc1ccc(-c2nc3ccc(-c4nc5ccc(N6CCN(c7ccc(N)cc7)CC6)cc5[nH]4)cc3[nH]2)cc1OC
  55 | 75 | 83 | 67 | 24 | 34 | 50 | 47
CCc1ccc(NC2CC(=O)N(CCc3ccccc3)C2=O)cc1 (stereo not drawn)
  100 | 93 | 98 | 101 | 99 | 101 | 103 | 85
O=C1/C(=C/c2ccc(B(O)O)cc2F)Oc2ccccc21
  96 | 96 | 75 | 89 | 104 | 89 | 110 | 80
C=C(C)[C@@H]1CC[C@]2(C=O)CC[C@]3(C)[C@H](CC[C@@H]4[C@@]5(C)C/C(=C/c6ccc(C(F)(F)F)cc6)C(=O)C(C)(C)[C@@H]5CC[C@]43C)[C@@H]12
  95 | · | 94 | 72 | 90 | 97 | 104 | 76
CC(C)CC(N)c1nnc(CCC(=O)c2nc3ncccc3[nH]2)o1 (stereo not drawn)
  103 | 96 | 98 | 98 | 102 | 103 | 113 | 96
OCc1ccccc1F
  107 | 110 | 106 | 93 | 91 | 96 | 103 | 84
O=C1c2cccnc2C(=O)c2c1c(C(=O)NCCCc1ccccc1)c1ccccn21
  61 | 83 | 62 | 47 | 50 | 25 | 90 | 85
COc1ccc(Nc2nc(-c3ccc(O)cc3)nc3n[nH]c(Nc4ccccc4)c23)cc1
  53 | 65 | · | 49 | 34 | 39 | 77 | 27
O=S(=O)(NCCCNc1nccc(-c2c(-c3cccc(F)c3)nc3occn23)n1)c1cccc(F)c1
  97 | 77 | 71 | 67 | 73 | 70 | 101 | 74
O=C1c2ccccc2C23C(=C(Br)c4ccccc42)CCCCN13 (stereo not drawn)
  101 | 102 | 94 | 99 | · | 95 | 98 | 72
c1ccc(-c2n(Cc3ccc4ccccc4c3)c3ccccc3[n+]2Cc2ccc3ccccc3c2)cc1
  -21* | 3.4* | -40* | 5.1* | -76* | -98* | -44* | -83*
Cc1cc(Cl)nc(NCc2cc(Nc3ccnc4cc(Cl)ccc34)ccc2F)n1
  64 | 68 | 40 | 58 | 61 | 56 | 94 | 71
C/C(=C\CCc1ccoc1C)CC/C=C(\C)CCCO
  104 | · | · | 91 | 108 | · | 112 | 89
O=C(O)C1C2CCC(CC2)C1C(=O)O (stereo not drawn)
  108 | 104 | 95 | 103 | 108 | 105 | 114 | 106
O=[N+]([O-])c1ccccc1Sc1ccccc1[N+](=O)[O-]
  107 | 91 | 79 | 87 | 100 | 97 | 109 | 100
CCOC(=O)CNS(=O)(=O)CC(=O)c1ccccc1
  132 | 90 | · | 116 | 93 | · | 127 | 95
CCOC(=O)c1ccc(N/C=C/C(=O)c2ccc(Cl)cc2)cc1
  104 | 103 | 94 | 101 | 94 | 98 | 100 | 93
CN1C(=O)/C(=C/c2ccc(C(=O)Nc3ncc(Cc4cccc(C(F)(F)F)c4)s3)cc2)SC1=S
  72 | 37 | 27 | 47 | 16 | 7.2* | 46 | 11

Structural class: those above with a carbonyl joined to an NH by a bond outside any ring (6)
Value order: UACC-257 | EKVX | HOP-92 | A549/ATCC | M14 | SK-MEL-5 | SK-MEL-28 | UACC-62
O=C(NCCCl)Nc1nccnc1OCc1ccc(F)cc1
  109 | 98 | 79 | 102 | 95 | 107 | 109 | 94
COc1cc2nc(-c3ccc(NC(=O)/C=C/c4ccc(F)c(F)c4)cc3)sc2c(OC)c1OC
  110 | 97 | · | 97 | 97 | 90 | 108 | 109
O=C(Cc1ccc(Nc2ccnc(C(F)(F)F)c2)cc1)Nc1cc(Cl)ccc1O
  85 | 76 | 64 | 74 | 77 | 44 | 116 | 30
CC(=O)Nc1ccc2c3c(cccc13)CC2
  95 | · | · | · | 115 | · | 105 | 105
O=C1c2cccnc2C(=O)c2c1c(C(=O)NCCCc1ccccc1)c1ccccn21
  61 | 83 | 62 | 47 | 50 | 25 | 90 | 85
CN1C(=O)/C(=C/c2ccc(C(=O)Nc3ncc(Cc4cccc(C(F)(F)F)c4)s3)cc2)SC1=S
  72 | 37 | 27 | 47 | 16 | 7.2* | 46 | 11

More compounds.
Value order: UACC-257 | EKVX | HOP-92 | A549/ATCC | M14 | SK-MEL-5 | SK-MEL-28 | UACC-62
CCOC(=O)/C(C#N)=C\N(C)C
  106 | · | 145 | 111 | 97 | 101 | 109 | 107
Cc1ccc2nc3c4ccccc4c4ccccc4c3nc2c1
  · | · | · | · | 99 | 97 | 106 | 102
CCOC(=O)c1cc(=O)nc2n1N=C1C(C#N)=C(C)C=C(c3ccccc3)N1N2
  90 | 99 | · | 100 | 93 | 95 | 106 | 71
CCOC(=O)c1cc(-c2ccccc2)nc2ccc(Cl)cc12
  91 | 105 | · | 89 | 106 | 94 | 114 | 83
CC(Br)C(C)C(Cl)(Cl)Cl (stereo not drawn)
  100 | 95 | 90 | 109 | 106 | 101 | 106 | 97
Cn1ccnc1COc1ccc(C(=O)N2CCN(c3ccccn3)CC2)cc1
  114 | 106 | 101 | 106 | 74 | 100 | 103 | 94
CCCc1[nH]nc2c1C(c1cc3c(cc1[N+](=O)[O-])OCO3)C(C#N)=C(N)O2 (stereo not drawn)
  105 | 102 | 108 | 107 | 110 | 102 | 112 | 94
CCCCCc1cc(O)cc2c1Oc1cc(O)cc(C(=O)CCCC)c1C(=O)O2
  90 | 82 | 82 | 83 | 92 | 48 | 103 | 80
Cc1ccccc1/C=C1N=C(/C=C/c2ccccc2)OC/1=O
  · | · | 109 | · | 104 | 102 | 110 | 106
Cc1ccc(C(=O)CSc2nnc3n2N=C(c2ccc(C)cc2)CS3)cc1
  96 | 105 | 106 | 86 | 106 | 89 | 92 | 81
CN(C)CCCn1c2c(c3ccc(N4CCNCC4)cc3c1=O)C(=O)c1ccccc1-2
  37 | -39* | 18 | -62* | 19 | 29 | 60 | 52
C#Cc1cccc(Nc2ncnc3ccc(N/C=C(/C#N)C(=O)OCC)cc23)c1
  100 | 32 | 90 | 85 | 114 | 89 | 103 | 104
Cc1cc2c(cc1C)N(C(=O)CCl)CC(=O)N2
  60 | 119 | 93 | 88 | 55 | 44 | 77 | 71
CCn1cc(C2=C(c3cn(C)c4ncccc34)C(=O)N(O)C2=O)c2cccnc21
  109 | 95 | 84 | 103 | 98 | 100 | 117 | 96
c1ccc(COC2COC(c3ccccc3)OC2)cc1 (stereo not drawn)
  97 | 108 | 108 | 95 | 105 | 99 | 112 | 90
COc1cccc(/C=C2/C[C@]3(C)[C@H]4CC[C@@H]5[C@@H](C(=O)/C=C/c6cccc(OC)c6OC)CC[C@@]5(C)[C@]4(C)CC[C@H]3C(C)(C)C2=O)c1OC
  96 | 92 | 93 | 92 | 91 | 97 | 106 | 79
O=Cc1c(OCc2cnnn2CC(=O)Nc2cccc3ccccc23)ccc2ccccc12
  94 | 118 | 118 | 97 | 98 | 103 | 101 | 93
COc1cccc(-c2nn(-c3ccccc3)cc2-c2ccnc(NCCNS(=O)(=O)c3ccc(Cl)cc3)c2)c1
  · | 32 | 7.8* | 27 | 29 | -14* | · | ·
NNC(=O)c1ccccc1[N+](=O)[O-]
  86 | 103 | 114 | 88 | 105 | 99 | 115 | 101
NC(=S)N/N=C(\c1ccc(F)cc1)C1CC1
  68 | 71 | 94 | 105 | 90 | 100 | 95 | 106

Some values from the list.
SK-MEL-28, Nc1ncn([C@@H]2O[C@H](CO)[C@@H](O)[C@H]2O)c(=O)n1 = 35
UACC-257, OCc1ccccc1F = 107

The list continues:
Value order: UACC-257 | EKVX | HOP-92 | A549/ATCC | M14 | SK-MEL-5 | SK-MEL-28 | UACC-62
CN1CCN(c2ccc(Nc3nc(NCCCNC(=O)c4ccc(Cl)cc4)c4sccc4n3)cc2)CC1
  72 | 88 | 34 | 88 | 69 | 72 | 89 | 86
O=C(Nc1ccc(NS(=O)(=O)c2ccccc2)cc1)C12CC3CC(CC(C3)C1)C2
  98 | 72 | 113 | 92 | 98 | 92 | 102 | 90
COc1ccc(-c2c3c(N)nc(-c4ccncc4)nc3nc3c2c(C)nn3-c2ccccc2)cc1
  · | · | 51 | 31 | 69 | 73 | 56 | 64
CCOC(=O)CCc1nc2sc3c(c2c(=O)[nH]1)CCCC3
  103 | 114 | 93 | 101 | 114 | · | 116 | 98
O=C(Nc1nc(-c2ccc(Cl)cc2)cc(-c2ccc(Cl)cc2)n1)c1ccncc1
  111 | 88 | 102 | 95 | 95 | 102 | 107 | 87
Cn1cc(-c2nonc2-c2cn(C)c3ccc(F)cc23)c2ccccc21
  61 | 48 | 55 | 25 | 19 | 24 | 63 | 30
O=C(O)CC(O)(CC(=O)O)C(=O)O
  120&101&111 | 104&100&99 | 109 | 110&102&103 | 103&107&109 | 94&104 | 102&130&125 | 101&107&105
CSc1nc2ccccc2cc1Cc1cc(-c2ccccc2)n[nH]c1=O
  99 | 79 | 74 | 94 | 97 | 94 | 99 | 88
Cc1c(O)c(=O)ccn1C1CCC(CC2CCC(n3ccc(=O)c(O)c3C)CC2)CC1 (stereo not drawn)
  46 | 10 | 52 | 46 | 47 | 29 | 49 | 15
O=C1CC2(CCN1)CCN(Cc1ccccc1)CC2
  91 | 96 | 81 | 101 | 110 | 101 | 105 | 99
COc1cc(CNC(=O)C[C@@H](C)CCC=C(C)C)ccc1O
  113 | 86 | 83 | 96 | 96 | 98 | 106 | 81
COc1ccc2c(c1C)CN1CCc3cc4c(cc3C1=C2)OCO4
  92 | · | · | 95 | 91 | 90 | 93 | 88
O=C(Nc1ccccc1)N1CCOCC1
  103 | · | · | 102 | 88 | 103 | 103 | 110
COc1ccc2cc(C(C)c3n[nH]c(=S)n3C3CCCCC3)ccc2c1 (stereo not drawn)
  · | 89 | · | 81 | 102 | 76 | 108 | 78
CC1(C)OC(=O)C(c2ccccc2)O1 (stereo not drawn)
  96 | 109 | · | 96 | 110 | 110 | 117 | 106
CCOC(=O)N1CCN(C(=S)Nc2ccccc2)CC1
  99 | 116 | · | 89 | 107 | 92 | 121 | 104
c1ccc(C(=C(c2ccc(-c3ccccc3)cc2)c2ccc(-c3ccccc3)cc2)c2ccccc2)cc1
  71 | 105 | 99 | 64 | 93 | 106 | 111 | ·
